Source: PubChem
a7 integrin act = activators of alpha7 integrin expression for muscular dystrophy | alpha7betagal myoblasts, beta-gal FDG fluorescence, 48 h | Potency, µM (doses to about 38.3 µM), inactives show top-dose activation, hits mostly activators | hit rate 0.064% among 350,000;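 further: potency means the concentration at half of the fitted maximal effect; 100% = response of the positive control SU9516; nearly all actives have a fitted effect of over 60% in size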
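alpha7betagal+/- myoblasts (passage 13, 250/well) treated 48 h at 37C with compounds at 1:260 dilution of DMSO stock. Lysed, then beta-galactosidase activity read as FDG fluorescence (ex 480/em 540) after 30 min, with pre-read for autofluorescence.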
TRPV1 agonist = human TRPV1 agonism | Q8NER1 | TRPV1-expressing cells, Fluo-8 calcium influx, agonist mode | activation, % at 8.33 µM | hit rate 0.19% among 320,000 | AID 540275; in the data active means activation above about 80%; inconclusive means between about 30% and that limit; further: 0% is about no effect
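TRPV1-expressing cells were cultured overnight at 35.5C and loaded with Fluo-8 calcium dye for 40 to 90 min at room temperature. After a 10 s baseline, compound was added and calcium influx was read kinetically for 3 min (ex 480/em 520 nm).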
B2AR arrestin = recruits beta-arrestin to the human beta2-adrenergic receptor | hit rate 0.02% among 330,000 | Potency, µM (doses to about 46.1 µM), for the others: at the top dose activation, actives largely listed as activators | AID 492947 | P07550 | beta-arrestin recruitment to beta2AR, cell-based reporter;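 further: potency means the concentration at half of the fitted maximal effect; 0% = DMSO controls and full agonism = EC100 isoproterenol or metaproterenol; nearly all actives have a fitted effect of over 65% in size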
Target sequence (P07550 whole entry, looked up): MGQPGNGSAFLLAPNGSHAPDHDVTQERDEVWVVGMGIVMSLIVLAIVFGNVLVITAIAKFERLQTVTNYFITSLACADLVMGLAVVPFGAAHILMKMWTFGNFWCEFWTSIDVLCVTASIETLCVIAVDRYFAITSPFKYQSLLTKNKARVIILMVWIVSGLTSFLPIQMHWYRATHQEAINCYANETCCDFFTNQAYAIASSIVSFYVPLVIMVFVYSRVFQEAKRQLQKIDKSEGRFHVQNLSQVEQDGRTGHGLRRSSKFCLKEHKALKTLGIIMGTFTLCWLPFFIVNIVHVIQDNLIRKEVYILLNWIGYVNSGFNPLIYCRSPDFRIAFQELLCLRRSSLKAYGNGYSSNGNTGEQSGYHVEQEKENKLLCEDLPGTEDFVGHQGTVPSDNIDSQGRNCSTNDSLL
BRCA1 expr up = BRCA1 expression activation; MCF7-BRCA1-FFLuc reporter, luminescence, 48 h; response scale: scaled: vehicle 0%, 10 µM genistein 100%; Potency, µM (doses to about 46.1 µM), for the others: at the top dose activation, hits mostly activators; hit rate 1.1% among 380,000; AID 624202; further: potency means the concentration at half of the fitted maximal effect; nearly all actives have a fitted effect of over 80% in size; some results filed as inactive show a strong effect at the top dose
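First, MCF7-BRCA1-FFLuc cells (2000/well) attach for 2 h; next, compounds are pin-added and incubated 48 h at 37 °C; finally, luciferase reagent is added and luminescence read after 15 min.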
Eya2 inh = blocks the phosphatase activity of human Eya2; O00167; recombinant Eya2, OMFP fluorescence dephosphorylation (OMFP is methylfluorescein phosphate); Potency, µM (doses to about 76.9 µM), for the others: at the top dose activity, negative = inhibition, most hits filed as inhibitors; hit rate 0.006% among 330,000; AID 488837; further: potency means the concentration at half of the fitted maximal effect; on the % scale 0 is the no-effect control and ±100 the full control effect
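Eya2 (0.2 uM) preincubated 10 min at ambient with compound, then OMFP substrate added at 50 uM; 10 min reaction in 50 mM HEPES pH 7.5, 50 mM NaCl, 5 uM MgCl2, 0.05% BSA, 1 mM DTT. Fluorescence read at Ex 485/Em 525 nm.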
p53 reactivation = restores transcriptional activity of mutant p53; hit rate 0.063% among 320,000; Potency, µM (titrated, usually from 92.2 µM), without a hit: at the top dose activity change, positive = activation, actives largely listed as activators; H1299 p53-A138V BP100-luciferase reporter, luminescence, 24 h; further: potency means the concentration at half of the fitted maximal effect; % of control where 0% means no effect; nearly all actives have a fitted effect of over 45% in size
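H1299 (p53-null), stable ts p53-A138V + BP100-Luc; 1000 cells/well, Opti-MEM/10% FBS; cpd 4 pt, 1:5; 24 h, 37 deg C, 5% CO2; detection reagent 10 min RT; luminescence.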
ELG1 genotoxic = inducers of genotoxicity in HEK293T ELG1-luciferase cells; HEK293T ELG1-luciferase reporter, luminescence, 16 h; Potency, µM (titrated, usually from 46 µM), for the others: top-dose activity change, positive = activation, actives largely listed as activators; hit rate 1.3% among 330,000; AID 504466; further: potency means the concentration at half of the fitted maximal effect; % of control where 0% means no effect; nearly all actives have a fitted effect of over 60% in size
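Step 1: seed 2,000 HEK293T ELG1-luciferase cells per well. Step 2: add compound or DMSO, incubate 16 hr at 37 °C. Step 3: ONE-Glo, 30 min at room temperature, read luminescence.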
TSG101-PTAP inh = blocks PTAP/TSG101 interaction to inhibit HIV-1 budding. Fluorescence polarization, FITC-PTAP peptide / Tsg101 binding. Potency, µM (doses to about 115 µM), for the others: top-dose activity change, negative = inhibition, hits mostly inhibitors. 340,000 tested, under 10 active; active means well fitted inhibition curve with a large enough effect in the main read-out, with a control signal flat, not every such curve was filed as active; inconclusive means small, poorly fitted or top-dose-only effect, or effect the other way, or a change in a side signal; inactive means no such curve, though single readings can be large or run the other way; further: potency means the concentration at half of the fitted maximal effect; % of control where 0% means no effect
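Tsg101 binding domain (10 uM final) was mixed with compound and a FITC-labeled PTAP peptide (50 nM final) in HEPES pH 7.5 buffer with NaCl, Tween 20, EDTA and TCEP; fluorescence polarization was read after 20 min at r.t.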
uPA generation = blocks generation of uPA at the cell surface. hit rate 0.31% among 330,000. Potency, µM (titrated, usually from 38.3 µM), inactives show at the top dose activity change, negative = inhibition, actives largely listed as inhibitors. cell surface uPA generation assay, qHTS; active means well fitted inhibition curve with a large enough effect; inconclusive means small, poorly fitted or top-dose-only effect; inactive means no such curve, though single readings can be large or run the other way; tested in mouse RAW 264.7 cells; further: potency means the concentration at half of the fitted maximal effect; on the % scale 0 is the no-effect control and ±100 the full control effect; nearly all actives have a fitted effect of over 55% in size
ASM inhibitor = blocks human secretory acid sphingomyelinase; P17405; placental ASM, HMU-PC fluorogenic substrate, 60 min; Potency, µM (series often up to 57.5 µM), for the others: at the top dose activity change, negative = inhibition, hits mostly inhibitors; hit rate 0.006% among 340,000; AID 504937; further: potency means the concentration at half of the fitted maximal effect
Target sequence (P17405 47-631 limits assumed): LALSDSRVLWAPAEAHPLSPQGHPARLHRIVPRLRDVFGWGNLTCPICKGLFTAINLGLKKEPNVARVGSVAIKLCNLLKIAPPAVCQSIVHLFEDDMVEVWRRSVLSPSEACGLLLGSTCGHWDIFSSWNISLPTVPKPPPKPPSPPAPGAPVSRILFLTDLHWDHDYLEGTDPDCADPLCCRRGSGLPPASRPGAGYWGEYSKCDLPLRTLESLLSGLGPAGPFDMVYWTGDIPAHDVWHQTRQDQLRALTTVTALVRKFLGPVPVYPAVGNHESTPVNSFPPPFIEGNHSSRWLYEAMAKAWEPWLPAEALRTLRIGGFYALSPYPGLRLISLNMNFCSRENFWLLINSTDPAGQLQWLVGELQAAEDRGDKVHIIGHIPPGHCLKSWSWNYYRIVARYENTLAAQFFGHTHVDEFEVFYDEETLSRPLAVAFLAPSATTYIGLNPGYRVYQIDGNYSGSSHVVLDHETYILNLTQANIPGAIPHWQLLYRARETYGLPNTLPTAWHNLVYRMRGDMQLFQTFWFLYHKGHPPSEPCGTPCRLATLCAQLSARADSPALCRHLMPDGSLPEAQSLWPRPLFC
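Fluorogenic HMU-PC substrate (9 uM final) is turned over by placental ASM in 60 min at 37 C after a 10 min compound preincubation. Reaction ended by alkaline stop (pH 10), with fluorescence read at 386/447 nm.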
USP2a inh = inhibitors of human ubiquitin-specific protease USP2a; O75604; USP2 core, Ub-CHOP2 coupled fluorogenic reporter, 485/531; hit rate 0.01% among 330,000; AID 463254; Potency, µM (highest dose often 38.3 µM), for inactives: top-dose activity change, negative = inhibition, hits mostly inhibitors;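 further: potency means the concentration at half of the fitted maximal effect; plate controls were DMSO wells for no effect and full inhibition by NEM control for full effect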
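Cell-free coupled assay: 10nM USP2 core preincubated 30min RT with compound in Tris-HCl pH 8.0/CaCl2/CHAPS buffer, then 25nM Ub-CHOP2 and 25nM reporter substrate; fluorescence (Ex 485/Em 531) read after 60min RT, normalized to NEM inhibition, concentration-response curves fitted.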
Active calls of the source: *; i = inactive; ? = inconclusive; . = not tested or not shown; [ ] = remark or other dose. Unless noted, the call rests on the fitted dose curve; in most records, active means well fitted curve in the direction sought with a large enough effect; inconclusive means small, poorly fitted or top-dose-only effect, or another doubt; inactive means no such curve, though single readings can be large; an effect the other way counts as inactive or inconclusive.

1) CCC(CC)C(=O)OCC(=O)Nc1cccc(S(=O)(=O)N(C)c2ccccc2)c1
2) Nc1ccc2nc(-c3ccccc3)sc2c1
3) CCOCCCNC(=O)COc1ccc(OC)cc1
4) COc1cccc(-c2nc(CS(=O)(=O)CC(=O)NCCc3cc(OC)ccc3OC)c(C)o2)c1
5) COC(=O)C1=C(N)Oc2cc(C)n(C)c(=O)c2C1c1ccc(Cl)cc1 (stereo not given)
6) CN1C(=O)SC(Nc2ccccc2)C1=O (stereo not given)
7) O=C(Nc1cccc2cccnc12)c1ccc(Cl)cc1
8) O=C(CN(Cc1ccc2c(c1)OCO2)C(=O)CNS(=O)(=O)c1ccccc1)NCc1ccco1
9) COc1ccc(-c2cc(-c3ccco3)[nH]c(=O)c2C#N)cc1
10) COc1cc2[nH]c(C(=O)N(C)Cc3ccccc3)cc2c(OC)c1OC
assay / compound	1	2	3	4	5	6	7	8	9	10
a7 integrin act	25%	3%	-2%	0%	-23%	-29%	-9%	14%	13%	36%
TRPV1 agonist	-3	9	-1	5	-1	0	15	-1	21	3
B2AR arrestin	0.3%	.	0.1%	0.5%	-0.1%	-0.3%	0.5%	-0.1%	-1.0%	-0.5%
BRCA1 expr up	-5%	-65%[inhibitor]	-1%	12%	-13%	0%	46%	4%	-4%	-24%
Eya2 inh	-10%	.	15%	1%	7%	-1%	-6%	-39%	-7%	?
p53 reactivation	3%	.	1%	0%	0%	-2%	21%	-4%	0%	-3%
ELG1 genotoxic	5%	.	0%	-11%	-2%	1%	13%	4%	4%	4%
TSG101-PTAP inh	-5%	-6%	-3%	-4%	1%	-5%	-4%	-5%	-3%	-5%
uPA generation	0%	-14%	4%	0%	-3%	1%	-2%	13%	7%	-6%
ASM inhibitor	-2%	i	-1%	-1%	-3%	0%	-7%	-2%	.	2%
USP2a inh	-5%	.	-1%	0%	0%	0%	-2%	0%	9%	-1%

11) COc1cc2nc(Nc3ccc(F)cc3)nc(N)c2cc1OC
12) CCOc1ccc2nc(N3CCC(C(=O)Nc4nnc(CC)s4)CC3)sc2c1
13) O=c1[nH]c2ccc(S(=O)(=O)NCc3ccccc3)cc2[nH]1
14) Cc1nc(Nc2ccc(S(N)(=O)=O)cc2)sc1C(=O)Nc1ccccc1
15) Cc1cccc(N2C(=O)C(O)=C(C(=O)c3cccs3)C2c2ccc(C(C)C)cc2)n1 (stereo not given)
16) CCCNC(=S)N1CCN(C(c2ccccc2)c2ccccc2)CC1
17) CC1CCC(NC(=O)CNC(=O)c2ccc3ccccc3c2)CC1 (stereo not given)
18) O=C(NCCc1ccccn1)c1n[nH]c(=O)c2ccccc12
19) CCC(C(=O)c1ccc2ncccc2c1)c1ccccc1 (stereo not given)
20) COCC1CCN(C(=O)c2ccc3oc(CCCc4ccccc4)nc3c2)C1 (stereo not given)
assay / compound	11	12	13	14	15	16	17	18	19	20
a7 integrin act	-8%	-18%	-14%	-14%	34%	0%	5%	15%	11%	-16%
TRPV1 agonist	-3	0	0	0	5	?	-2	0	21	-3
B2AR arrestin	-0.2%	-0.4%	0.1%	-0.6%	0.0%	-0.8%	0.0%	0.1%	9.0%	0.0%
BRCA1 expr up	44%	110%	-15%	-27%	33%	-50%	64%	28%	-20%	53%
Eya2 inh	8%	12%	-23%	-6%	-7%	-2%	2%	4%	3%	-8%
p53 reactivation	7%	1%	1%	2%	3%	-2%	19%	-2%	-10%	-6%
ELG1 genotoxic	-7%	12µM*	0%	-4%	-3%	-2%	?	9%	-2%	?
TSG101-PTAP inh	-3%	0%	-1%	-3%	-5%	1%	-2%	-7%	0%	-3%
uPA generation	1%	-7%	7%	5%	-3%	1%	7%	3%	-4%	?
ASM inhibitor	1%	0%	1%	-30%	4%	0%	3%	2%	-4%	0%
USP2a inh	2%	0%	6%	-1%	0%	3%	1%	2%	0%	0%

21) COc1ccc2oc(C(=O)N(C)Cc3ccc(OC(F)F)cc3)c(C)c2c1
22) CC(C)CCNC(=O)C1CC(=O)N(C2CCCC2)C1 (stereo not given)
23) N#Cc1cc(Cl)c(N2CCOCC2)cc1C#N
24) COC(=O)C1=C(C)N(CCCC(=O)O)C(=O)NC1c1cccc2ccccc12 (stereo not given)
25) COc1cc(C)c(Cl)cc1S(=O)(=O)NCc1ccncc1
26) CCC(c1nnnn1Cc1ccco1)N(Cc1cc2cc(OC)ccc2[nH]c1=O)C1CCCCC1 (stereo not given)
27) NS(=O)(=O)c1cccc(NC(=O)/C=C/c2cccs2)c1
28) O=C(NC1CC1)c1cccc(Oc2ccccc2)c1
29) CC(=O)c1cccc(NC(=O)NC2CCCc3ccccc32)c1 (stereo not given)
30) Brc1ccc(OCCCN2CCOCC2)cc1
assay / compound	21	22	23	24	25	26	27	28	29	30
a7 integrin act	-4%	6%	7%	18%	.	6%	21%	10%	27%	7%
TRPV1 agonist	3	-3	-2	.	-3	22	94*	24	83*	1
B2AR arrestin	0.3%	-0.2%	0.0%	.	-0.1%	0.1%	-0.2%	-0.7%	-0.8%	0.0%
BRCA1 expr up	48%	0%	-10%	-22%	.	-53%	?	23%	-4%	73%
Eya2 inh	-2%	27%	-1%	.	-19%	10%	-8%	0%	-7%	12%
p53 reactivation	-6%	-2%	-1%	.	1%	-9%	-8%	?	-2%	6%
ELG1 genotoxic	14%	-2%	11%	.	15%	4%	17%	2%	-2%	5%
TSG101-PTAP inh	.	0%	-5%	-4%	.	-2%	-1%	-3%	-3%	-6%
uPA generation	-2%	.	0%	8%	.	-7%	-5%	1%	-21%	9%
ASM inhibitor	-3%	-2%	-2%	4%	.	-3%	-2%	4%	-3%	2%
USP2a inh	1%	6%	3%	.	-1%	-22%	2%	3%	1%	6%

Complete entries from above. Order of screens: a7 integrin act	TRPV1 agonist	B2AR arrestin	BRCA1 expr up	Eya2 inh	p53 reactivation	ELG1 genotoxic	TSG101-PTAP inh	uPA generation	ASM inhibitor	USP2a inh
`CCC(c1nnnn1Cc1ccco1)N(Cc1cc2cc(OC)ccc2[nH]c1=O)C1CCCCC1` (stereo not given) is listed with 6%	22	0.1%	-53%	10%	-9%	4%	-2%	-7%	-3%	-22%
`O=C(NC1CC1)c1cccc(Oc2ccccc2)c1` is listed with 10%	24	-0.7%	23%	0%	?	2%	-3%	1%	4%	3%
`COc1cc(C)c(Cl)cc1S(=O)(=O)NCc1ccncc1` is listed with .	-3	-0.1%	.	-19%	1%	15%	.	.	.	-1%

Other compounds:
31) Cc1cc(NC(=O)CSc2n[nH]c(N)n2)no1
32) Cc1ccc(OCc2ccc(C(=O)O)o2)c([N+](=O)[O-])c1
33) COc1cccc(OC)c1NC(=O)CN1CCN(C)CC1
34) CCCn1c(=O)c2c(C(F)(F)F)cc(-c3ccco3)nc2n(CCC)c1=O
35) CN(C)C(=S)c1ccccc1
36) CC(=O)NCCn1c(SCc2ccc(C)cc2C)nc2ccccc2c1=O
37) CCCCNC(=S)Nc1ccc([N+](=O)[O-])cc1
38) Cc1cc(C)nc(SCC(=O)Nc2cc(C)on2)n1
39) CCOC(=O)N1CCN(C(=O)c2cn(C)c3ccc(S(=O)(=O)N4CCCC4)cc3c2=O)CC1
assay / compound	31	32	33	34	35	36	37	38	39
a7 integrin act	1%	18%	10%	14%	-16%	10%	-44%	-9%	-3%
TRPV1 agonist	-3	-2	-9	2	-1	?	?	2	-2
B2AR arrestin	0.3%	-0.2%	-1.3%	-0.1%	-0.3%	0.2%	0.3%	-0.7%	-0.5%
BRCA1 expr up	-3%	17%	-10%	8%	6%	-29%	-42%	0%	4%
Eya2 inh	-5%	3%	-8%	-12%	0%	10%	-7%	2%	13%
p53 reactivation	-3%	6%	-2%	1%	1%	-4%	?	0%	-1%
ELG1 genotoxic	0%	6%	-12%	-3%	-2%	-5%	-12%	-3%	-2%
TSG101-PTAP inh	-5%	-3%	-3%	-3%	-1%	6%	-1%	-2%	-13%
uPA generation	1%	2%	-1%	13%	14%	-5%	-15%	2%	2%
ASM inhibitor	1%	4%	-2%[11.5 µM]	291%[activator]	4%	-15%	-3%	4%	4%
USP2a inh	1%	4%	-2%	-2%	-1%	-2%	5%	-2%	0%
